# SIAH1 antagonists = Siah-1 peptide-binding antagonists, primary screen, biochemical, fluorescence polarization, rhodamine-plectin, uHTS (AID 1817); Siah-1 / rhodamine-plectin peptide fluorescence polarization; higher % means a stronger effect; hit rate 0.02% among 290,000; one-dose displacement, % at 20 µM; IC50 in µM for titrated hits;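 active = displacement of at least 50% at 20 µM, with a fluorescence ratio check between 0.3 and a set limit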;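 note: plate controls were Siah plus tracer with DMSO for no effect and tracer alone without Siah for full effect; strong numbers were not always called active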
# KOR beta-arrestin-1 = kappa opioid receptor blockers – cell-based, luminescence, uHTS (AID 1778); hit rate 0.091% among 290,000; KOR beta-arrestin recruitment, luminescence, antagonist mode; higher % means a stronger effect; inhibition, % at 10 µM, or IC50 in µM where a hit was titrated; in the data active = inhibition above about 50%; note: strong numbers were not always called active
# AID2073 = disruptors of CaV2.2 binding to Mint1 – biochemical, HTRF (AID 2073); inhibition, % at 20 µM, or IC50 in µM where a hit was titrated; HTRF protein-protein interaction, Mint1-CaV2.2; higher % means a stronger effect; hit rate 0.19% among 290,000; in the data active = inhibition mostly above about 51%, no sharp cut-off; note: some results filed as inactive read as strong as hits
# NOD1 NF-kB reporter = inhibition of NOD1-driven NF-kB reporter – cell-based, luminescence, uHTS, primary screen (AID 1578) | NOD1-driven NF-kB luciferase reporter cells, luminescence; higher % means a stronger effect | inhibition, % at 4 µM; hits with a dose series show EC50 in µM | hit rate 1% among 290,000; in the data active = inhibition mostly above about 36%, no sharp cut-off; inactive = mostly below about 34%;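 note: HEK-293T reporter cells stimulated with the NOD1 agonist gamma-tri-DAP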
# HIV peptide binding = cell-free HIV fusion peptide-binding blockers – biochemical, uHTS, fluorescence dequenching, primary screen (AID 1986) | cell-free peptide binding, fluorescence dequenching, 30 min; higher % means a stronger effect | inhibition, % at 20 µM; hits with a dose series show IC50 in µM | hit rate 0.3% among 290,000; in the data active = inhibition mostly above about 52%, no sharp cut-off; inactive = mostly below about 76%; note: some results filed as inactive read as strong as hits
# KOR beta-arrestin-2 = kappa opioid receptor activators – cell-based, luminescence, uHTS, primary screen (AID 1777); hit rate 0.02% among 280,000; activation, % at 10 µM; hits with a dose series show EC50 in µM; KOR beta-arrestin recruitment, luminescence; higher % means a stronger effect; in the data active = activation above about 50%, passing the limit was not always enough; note: a part of the inactive calls stands beside numbers as strong as those of hits
# GPR55 activation = GPR55 agonists via beta-arrestin recruitment, primary screen, imaging, U2OS cells, beta-arrestin-GFP redistribution (AID 1961); one-dose activation, % at 10 µM; EC50 in µM for titrated hits; U2OS GPR55 beta-arrestin-GFP redistribution imaging; higher % means a stronger effect; hit rate 0.048% among 290,000;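 active = activation above 40% with more than 50 cells counted in the well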;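 note: U2OS osteosarcoma cells stably expressing GPR55 and beta-arrestin-GFP; plate controls were DMSO negative control for no effect and LPI positive control for full effect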
# GPR35 antagonists = inhibition of zaprinast-stimulated GPR35 beta-arrestin translocation – imaging, U2OS, beta-arrestin-GFP, zaprinast agonist, primary screen (AID 2058); U2OS GPR35 beta-arrestin-GFP translocation imaging, zaprinast antagonism; higher % means a stronger effect; inhibition, % at 10 µM, or IC50 in µM where a hit was titrated; hit rate 0.052% among 290,000;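 active = inhibition of at least 50% with at least 30 cells and total cytoplasm GFP at most 10,000,000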
# GPR55 LPI antagonism = GPR55 antagonists blocking LPI-driven arrestin recruitment, primary screen, imaging, U2OS, beta-arrestin-GFP, LPI agonist (AID 2013) | inhibition, % at 10 µM, or IC50 in µM where a hit was titrated | U2OS GPR55 beta-arrestin-GFP translocation imaging, LPI antagonism; higher % means a stronger effect | hit rate 0.13% among 290,000;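 active = spots per cell inhibited over 60%, with over 100 cells counted and total cytoplasm intensity under 500,000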;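 note: U2OS cells stably carrying GPR55 and arrestin-GFP stimulated by 5 µM LPI near EC80; imaged beta-arrestin-GFP aggregate spots per cell after agonist stimulation; plate controls were LPI-stimulated DMSO wells for no effect and DMSO wells without LPI for full effect; some results filed as inactive read as strong as hits; confirmed hits need IC50 under 10 µM and bright autofluorescent wells are also inconclusive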
# Numbers without * were called inactive; . = not tested or not shown; [ ] = dose if it differs, or a comment.
HIV peptide binding	GPR35 antagonists	SIAH1 antagonists	KOR beta-arrestin-2	AID2073	GPR55 activation	NOD1 NF-kB reporter	KOR beta-arrestin-1	GPR55 LPI antagonism	Molecule
0.2%	18%	1%	-2.9%	-16%	0.2%	54%	-30%	2%	CCOC(=O)C1CCN(C(c2ccccn2)c2c(C)[nH]c3ccccc23)CC1 (configuration not stated)
1.1%	-6%	-6%	0.6%	0%	-0.1%	-27%	-58%[20 µM]	5%	CCCC(=O)Nc1ccccc1NC(=O)c1ccc(OC(C)=O)cc1
1.5%	-4%	5%	-5.2%	-3%	-0.1%	.	19%	4%	CC1CCN(S(=O)(=O)c2cccc(C(=O)Nc3ccccn3)c2)CC1
-1.7%	-6%	-10%	0.8%	4%	-0.1%	-20%	38%	-1%	COc1ccc(OCC#CCNC(C)(C)C)cc1
0.3%	-6%	18%	-2.0%	-1%	-0.2%	-28%	19%	13%	Cc1ccc(NS(=O)(=O)c2cc(C(=O)OCC(=O)NCC3CCCO3)ccc2C)cc1 (configuration not stated)
2.7%	6%	-4%	-1.6%	0%	-0.1%	3%	-22%	2%	CCNC(=O)COC(=O)c1ccc(S(=O)(=O)N2CCCCCC2)cc1
-4.5%	2%	2%	-3.3%	-1%	-0.1%	-4%	-29%	-6%	c1ccc(-c2nnc(N3CCN(c4ccccn4)CC3)c3ccccc23)cc1
-3.4%	-15%	0%	8.3%	15%	0.2%	16%	-6%	4%	COC(=O)CC1C(=O)NCCN1C(=O)c1cc(OC)c(OC)cc1OC (configuration not stated)
-1.1%	11%	-9%	-7.1%	17%	-0.1%	1%	8%	18%	CCOc1ccc2oc(C(=O)N3CC(C)OC(C)C3)c(C)c2c1 (configuration not stated)
0.6%	-3%	7%	3.8%	-8%	0.8%	-22%	-8%	-1%	CC(=O)N(c1nc(CCl)cs1)c1ccc(C)cc1C

# (next part)
HIV peptide binding	GPR35 antagonists	SIAH1 antagonists	KOR beta-arrestin-2	AID2073	GPR55 activation	NOD1 NF-kB reporter	KOR beta-arrestin-1	GPR55 LPI antagonism	Molecule
-1.0%	5%	-8%	-3.3%	-3%	0.8%	2%	10%	-1%	Cc1c(C(=O)NCCn2ccc3ccccc32)cccc1[N+](=O)[O-]
33%	9%	4%	10%	25%	-0.3%	-41%	9%	-9%	Cc1ccc(-c2cc(C(=O)Nc3ccc(S(=O)(=O)Nc4nc(C)cc(C)n4)cc3)c3ccccc3n2)cc1
1.0%	17%	-2%	-3.7%	-3%	-0.2%	-30%	-13%	3%	COC(=O)c1ccc(-n2c(C)cc(/C=N/n3cnnc3)c2C)cc1
-0.8%	-6%	6%	-2.2%	7%	-0.3%	-28%	2%	16%	O=C(COC(=O)Cn1cnc2ccccc2c1=O)Nc1ccccc1Sc1ccc(Cl)cc1
-2.2%	11%	0%	-1.8%	14%	0.2%	-67%	-11%	4%	Nc1c(C(=O)C2CC2)sc2nc3c(cc12)CCC3
2.2%	-4%	-2%	-4.5%	-1%	-0.4%	-18%	-34%[20 µM]	3%	O=C(O)c1ccc2c(c1)C(=O)N(c1ccc([N+](=O)[O-])cn1)C2=O
0.5%	9%	2%	2.9%	33%	-0.1%	-5%	-25%	0%	CC(C)N(C(=S)Nc1cccnc1)c1ccccc1
-0.3%	-16%	-2%	-0.1%	-14%	0.0%	-9%	-36%	-1%	Cc1nc(C)n(C)c(=O)c1-c1ccccc1
-0.3%	6%	8%	-3.5%	1%	0.1%	2%	21%	-20%	NC(=O)NCC(=O)N1CCC(C(O)(c2ccccc2)c2ccccc2)CC1
5.1%	2%	-4%	.	-6%	0.6%	-6%	0%	16%	CCC(=O)OCC(=O)Nc1ncc(C(F)(F)F)cc1Cl

# More compounds follow:
HIV peptide binding	GPR35 antagonists	SIAH1 antagonists	KOR beta-arrestin-2	AID2073	GPR55 activation	NOD1 NF-kB reporter	KOR beta-arrestin-1	GPR55 LPI antagonism	Molecule
-1.5%	4%	1%	7.2%	5%	0.2%	-9%	-51%	0%	COc1ccc(NC(=O)C2CCN(c3cc(C)nc(-c4ccccc4)n3)CC2)cc1
10%	-7%	3%	6.0%	59%	-0.1%	-70%	-22%	-8%	O=C(O)c1cccc(S(=O)(=O)NNc2ccccc2C(F)(F)F)c1
0.9%	4%	2%	2.7%	2%	-0.3%	-27%	3%	-12%	CC/C(=N/O)C(=O)c1ccc(Br)cc1
-0.2%	-13%	3%	-2.7%	-2%	0.1%	-30%	-14%	12%	CC(C)NCC(O)COCCOc1ccc(C(C)(C)C)cc1 (configuration not stated)
-0.7%	-8%	1%	0.2%	0%	-0.1%	-20%	-13%	7%	CCOc1cc(C2NC(=O)c3ccccc3O2)ccc1OC (configuration not stated)
2.0%	-2%	3%	6.0%	0%	0.0%	-11%	-67%	1%	CCn1c(CC(=O)Nc2ccccc2C)nnc1SCC(=O)Nc1nncs1
-1.5%	-24%	8%	-2.8%	2%	-0.2%	-15%	10%	7%	COc1cccc(-c2nc(CS(=O)(=O)CC(=O)Nc3cccc(C)c3C)c(C)o2)c1
0.9%	3%	3%	0.6%	-5%	-0.4%	-43%	-20%	6%	COc1cccc(N2CCN(c3ccc4nnc(CCC(=O)N5CCN(C)CC5)n4n3)CC2)c1
-1.0%	1%	15%	-4.2%	-3%	0.0%	-8%	4%	-1%	Cc1c(C(c2ccc(C(=O)O)cc2)c2c(C)n(C)n(-c3ccccc3)c2=O)c(=O)n(-c2ccccc2)n1C
2.4%	0%	-1%	-3.9%	4%	-0.1%	-4%	-39%	31%	CCNc1nc(C)cc(COC)c1C#N

# (list continues)
HIV peptide binding	GPR35 antagonists	SIAH1 antagonists	KOR beta-arrestin-2	AID2073	GPR55 activation	NOD1 NF-kB reporter	KOR beta-arrestin-1	GPR55 LPI antagonism	Molecule
-1.3%	-9%	10%	3.7%	0%	0.1%	5%	28%	-3%	COC(=O)c1ccc(C(=O)OC)c(NC(=S)N2CCN(c3cccc(Cl)c3)CC2)c1
-0.5%	-1%	0%	-2.5%	-11%	-0.1%	-21%	-18%[20 µM]	-3%	COc1ccc(C(=O)NC(=S)N2CC(C)OC(C)C2)cc1OC (configuration not stated)
1.3%	-9%	2%	-0.4%	-2%	-0.6%	-23%	-21%	15%	NC(=O)c1coc(-c2ccccc2)n1
-2.8%	14%	-4%	-4.1%	19%	-0.3%	-13%	11%	15%	CC12CN3CCN(CC(C3)/C1=N\N=C1/C3CN4CCN(C3)CC1(C)C4)C2
-3.8%	15%	-4%	-2.8%	-2%	0.3%	12%	0%	8%	COC(=O)c1ccc(CSc2nnc(-c3c[nH]c4ccccc34)n2-c2ccccc2)cc1
24µM*	14%	10%	-0.2%	21%	0.0%	-4%	20%	-8%	Cc1sc(-n2c(C)cc(/C=C3\SC(=S)NC3=O)c2C)c(C#N)c1C
7.1%	-9%	-6%	-3.2%	18%	-0.2%	76%*	13%	14%	CN(C)CCCn1c(N)c(C#N)c2nc(C#N)c(C#N)nc21
0.0%	7%	-5%	-4.6%	-1%	-0.1%	-1%	18%	-17%	Cc1ccc(S(=O)(=O)CCC(=O)Nc2ccc(Br)cc2)cc1
1.0%	-21%	2%	4.4%	26%	-0.2%	-15%	-30%	3%	CCN(CCCNC(=O)Cn1ncc2c([nH]c3ccc(C)cc32)c1=O)c1ccccc1
2.0%	21%	7%	-1.6%	5%	0.0%	0%	10%	10%	O=C1c2ccccc2C(=O)c2c1cccc2N1CCCC1

# Single records (already shown). Screens in order: HIV peptide binding, GPR35 antagonists, SIAH1 antagonists, KOR beta-arrestin-2, AID2073, GPR55 activation, NOD1 NF-kB reporter, KOR beta-arrestin-1, GPR55 LPI antagonism
# Shown for COC(=O)c1ccc(C(=O)OC)c(NC(=S)N2CCN(c3cccc(Cl)c3)CC2)c1 = -1.3%, -9%, 10%, 3.7%, 0%, 0.1%, 5%, 28%, -3%
# Shown for NC(=O)c1coc(-c2ccccc2)n1 = 1.3%, -9%, 2%, -0.4%, -2%, -0.6%, -23%, -21%, 15%

# Next section
HIV peptide binding	GPR35 antagonists	SIAH1 antagonists	KOR beta-arrestin-2	AID2073	GPR55 activation	NOD1 NF-kB reporter	KOR beta-arrestin-1	GPR55 LPI antagonism	Molecule
3.7%	-10%	-6%	5.4%	4%	-0.2%	-22%	-2%[20 µM]	6%	C[C@@H](NC(=O)C1(c2ccccc2)CCN(C(=O)OC(C)(C)C)CC1)C(=O)N[C@@H](Cc1ccccc1)C(=O)O
-3.8%	7%	0%	-2.7%	3%	0.0%	8%	-11%	2%	CCO/C=N/Nc1nc(C(F)(F)F)nc2c1cnn2Cc1ccccc1
-1.1%	-11%	0%	-2.6%	-5%	0.5%	-22%	11%	21%	COc1ccc(-c2nnn(CC(=O)N(CCCO)C(C(=O)NC3CCCC3)c3ccncc3)n2)cc1 (configuration not stated)
-1.5%	16%	1%	-4.1%	10%	-0.6%	-24%	-14%	3%	O=C(/C=C/c1ccc(S(=O)(=O)N2CCOCC2)cc1)NCCCn1ccnc1

# Among those listed so far, 8 contain a halogen.
HIV peptide binding	GPR35 antagonists	SIAH1 antagonists	KOR beta-arrestin-2	AID2073	GPR55 activation	NOD1 NF-kB reporter	KOR beta-arrestin-1	GPR55 LPI antagonism	Molecule
0.6%	-3%	7%	3.8%	-8%	0.8%	-22%	-8%	-1%	CC(=O)N(c1nc(CCl)cs1)c1ccc(C)cc1C
-0.8%	-6%	6%	-2.2%	7%	-0.3%	-28%	2%	16%	O=C(COC(=O)Cn1cnc2ccccc2c1=O)Nc1ccccc1Sc1ccc(Cl)cc1
5.1%	2%	-4%	.	-6%	0.6%	-6%	0%	16%	CCC(=O)OCC(=O)Nc1ncc(C(F)(F)F)cc1Cl
10%	-7%	3%	6.0%	59%	-0.1%	-70%	-22%	-8%	O=C(O)c1cccc(S(=O)(=O)NNc2ccccc2C(F)(F)F)c1
0.9%	4%	2%	2.7%	2%	-0.3%	-27%	3%	-12%	CC/C(=N/O)C(=O)c1ccc(Br)cc1
-1.3%	-9%	10%	3.7%	0%	0.1%	5%	28%	-3%	COC(=O)c1ccc(C(=O)OC)c(NC(=S)N2CCN(c3cccc(Cl)c3)CC2)c1
0.0%	7%	-5%	-4.6%	-1%	-0.1%	-1%	18%	-17%	Cc1ccc(S(=O)(=O)CCC(=O)Nc2ccc(Br)cc2)cc1
-3.8%	7%	0%	-2.7%	3%	0.0%	8%	-11%	2%	CCO/C=N/Nc1nc(C(F)(F)F)nc2c1cnn2Cc1ccccc1

# Assay outcomes from PubChem BioAssay.

# An excerpt; count on the stated rates, not on these rows.
